# G9a block: qHTS Assay for Inhibitors of Histone Lysine Methyltransferase G9a. Histone-lysine N-methyltransferase EHMT2 (Homo sapiens), Q96KQ7. G9a H3K9 monomethylation, AlphaScreen, 2 h. Potency, µM (highest dose often 102 µM), inactives show top-dose activity, negative = inhibition, most hits filed as inhibitors. 350,000 compounds, 8.8% hits. AID 504332, 2011; note: potency is the fitted concentration of half-maximal effect; % is set by controls: 0 for no effect and ±100 for the full control effect; nearly all actives have a fitted effect of over 75% in size
#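 Quantitative HTS format: methyltransferase activity on a biotin-tagged H3K9 peptide is measured by AlphaScreen, using a rabbit anti-monomethyl-H3K9 antibody with streptavidin donor and anti-IgG acceptor beads. Final levels are 20 nM enzyme, 500 nM peptide, 20 uM SAM; 2 h RT.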
# HP1b binding inh: HTS for Inhibitors of HP1-beta Chromodomain Interactions with Methylated Histone Tails; AlphaScreen HP1-beta / biotin-H3K9me3 peptide binding; Chromobox protein homolog 1 (Homo sapiens), P83916; 390,000 compounds, 0.56% hits; AID 540317, 2011; Potency, µM (top dose mostly 114 µM), for the others: top-dose activity change, negative = inhibition, most hits filed as inhibitors; note: potency is the fitted concentration of half-maximal effect; nearly all actives have a fitted effect of over 70% in size; inactives centre near 23
# Target sequence (P83916 whole entry, looked up): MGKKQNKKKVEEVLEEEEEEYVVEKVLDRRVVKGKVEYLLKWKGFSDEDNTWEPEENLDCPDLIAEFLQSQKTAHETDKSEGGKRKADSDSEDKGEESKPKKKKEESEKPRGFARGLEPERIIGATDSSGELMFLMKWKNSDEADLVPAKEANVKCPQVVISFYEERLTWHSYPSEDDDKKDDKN
#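 HP1-beta protein (50 nM final) preincubated 30 min at room temperature with biotinylated H3(1-18)K9me3 peptide (50 nM) in PBS pH 7.4, 0.01% Tween-20, then compound added for 30 min. AlphaScreen streptavidin donor/nickel chelate acceptor beads (10 ug/mL final), 30 min dark, luminescence read.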
# JMJD2A Tudor: qHTS Assay for Inhibitors of JMJD2A-Tudor Domain. AlphaScreen JMJD2A-Tudor / H3K4me3 peptide binding. Potency, µM (titrated, usually from 114 µM), without a hit: at the top dose activity change, negative = inhibition, actives largely listed as inhibitors. 390,000 compounds, 4.4% hits. AID 504339, 2011; note: potency is the fitted concentration of half-maximal effect; % is set by controls: 0 for no effect and ±100 for the full control effect; nearly all actives have a fitted effect of over 50% in size
# ALOX12 inh: Primary qHTS assay for inhibitors of human arachidonate 12S-lipoxygenase (ALOX12): Round 2. Polyunsaturated fatty acid lipoxygenase ALOX12 (Homo sapiens), P18054. purified 12hLO, xylenol orange hydroperoxide absorbance. Potency, µM (series often up to 108 µM), for inactives: at the top dose activity change, negative = inhibition, hits mostly inhibitors. 580,000 compounds, 1.1% hits. AID 1671190, 2021; note: potency is the fitted concentration of half-maximal effect; % is set by controls: 0 for no effect and ±100 for the full control effect
#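 Purified human 12hLO (150 nM final) in 25 mM Hepes, 0.01% Triton X-100, pH 7.0 was preincubated 15 min at room temperature with compound. Then 40 uM arachidonic acid was added, 30 min. Hydroperoxide was read by Fe-XO absorbance ratio 573/405 nm.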
# RGS4 inh: Inhibitors of Regulator of G Protein Signaling (RGS) 4: qHTS | 390,000 compounds, 0.039% hits | Potency, µM (doses to about 114 µM), inactives show at the top dose activity change, negative = inhibition, actives largely listed as inhibitors | Regulator of G-protein signaling 4 (Homo sapiens), P49798 | Transcreener GDP fluorescence polarization, RGS4-accelerated GTP hydrolysis; note: potency is the fitted concentration of half-maximal effect; % is set by controls: 0 for no effect and ±100 for the full control effect; nearly all actives have a fitted effect of over 75% in size; some results filed as inactive show a strong effect at the top dose
# Target sequence (P49798 whole entry, looked up): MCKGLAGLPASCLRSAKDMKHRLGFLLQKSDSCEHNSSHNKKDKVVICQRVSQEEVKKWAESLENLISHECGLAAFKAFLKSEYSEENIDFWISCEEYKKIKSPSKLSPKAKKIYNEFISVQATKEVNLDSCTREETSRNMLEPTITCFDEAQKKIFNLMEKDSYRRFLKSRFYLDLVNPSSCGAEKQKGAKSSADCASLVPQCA
#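 MLSMR compounds (23 nl, pin-transferred) preincubated 10 min at room temperature with a 500nM (2x) first reagent, then RGS4 at 900nM (2x) plus Transcreener GDP mix added; fluorescence polarization (620/688 nm) read before and after 90 min at 30 °C.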
# GLS inh: qHTS for Inhibitors of Glutaminase (GLS); GLS enzymatic activity, qHTS titration; Potency, µM (highest dose often 45.5 µM), for inactives: at the top dose activity change, negative = inhibition, actives largely listed as inhibitors; 410,000 compounds, 0.21% hits; AID 624170, 2012; note: potency is the fitted concentration of half-maximal effect; % is set by controls: 0 for no effect and ±100 for the full control effect
# Target sequence (O94925 whole entry, looked up): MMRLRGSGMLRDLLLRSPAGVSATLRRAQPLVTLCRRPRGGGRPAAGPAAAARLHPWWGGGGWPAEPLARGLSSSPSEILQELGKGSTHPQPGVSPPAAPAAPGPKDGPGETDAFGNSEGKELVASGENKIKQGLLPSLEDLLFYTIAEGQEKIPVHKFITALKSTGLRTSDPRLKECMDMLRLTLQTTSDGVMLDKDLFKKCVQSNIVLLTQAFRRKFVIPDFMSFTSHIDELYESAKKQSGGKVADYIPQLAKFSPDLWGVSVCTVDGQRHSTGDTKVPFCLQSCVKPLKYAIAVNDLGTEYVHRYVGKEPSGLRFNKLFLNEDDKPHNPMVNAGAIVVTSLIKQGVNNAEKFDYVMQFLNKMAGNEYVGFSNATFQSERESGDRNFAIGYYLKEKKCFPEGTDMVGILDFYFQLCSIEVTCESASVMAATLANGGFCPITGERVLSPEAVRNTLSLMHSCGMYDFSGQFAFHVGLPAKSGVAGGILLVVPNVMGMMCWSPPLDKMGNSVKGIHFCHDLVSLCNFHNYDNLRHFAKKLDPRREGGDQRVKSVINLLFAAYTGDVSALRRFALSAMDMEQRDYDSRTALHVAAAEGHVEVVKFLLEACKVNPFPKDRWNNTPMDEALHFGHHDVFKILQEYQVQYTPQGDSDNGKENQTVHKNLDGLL
#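 hKGA; 45 mM KH2PO4 pH 8.2 + 0.02% Tween-20; cpd via pin tool; 1 mM Gln soln; GluOx/HRP/Amplex Red; RT 30 min; fluor. t0 & final.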
# PI4K2A inh: qHTS for small molecular inhibitors of PI4K2A; activity change, negative = inhibition, % at 76.9 µM; 420,000 compounds, 0.13% hits; purified PI4K2A, ADP-Glo luminescence, 1 h; hits give low values; in the data active = activity change below about -50%; inconclusive = mostly about -30% to -49%;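 note: -100% = wells without enzyme as full effect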
#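 ADP-Glo luminescence measured ADP generated by PI4K2A enzyme (4 ug/mL before mixing) with 1.2 mM PI substrate (pre-mix) and 300 microM ATP (pre-mix). Tris pH7.5 buffer with MgCl2, Triton X-100; 1 h reaction at ambient temperature.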
# Active calls of the source: *; ? = inconclusive; . = no result given; [ ] = dose if it differs, or a comment. Unless noted, calls come from the whole dose curve; as a rule, active = well fitted curve in the direction sought with a large enough effect; inconclusive = small, poorly fitted or top-dose-only effect, or another doubt; inactive = no such curve, though single readings can be large; an effect the other way counts as inactive or inconclusive. These rows are one share of the data, so the mix of outcomes need not match the whole.
cpd	Molecule	G9a block	HP1b binding inh	JMJD2A Tudor	ALOX12 inh	RGS4 inh	GLS inh	PI4K2A inh
1	CC1Sc2c(C(=O)O)c(=O)c3cc(F)c(N4CCNCC4)cc3n21 (centres undefined)	.	.	.	.	.	.	-5
2	CC(c1ccccc1)n1cc(C(=O)NC2CCCC2)nn1 (centres undefined)	.	.	.	.	.	.	2
3	CCCCN1CCN(C(=O)COc2cc(=O)n(C)c3ccccc23)CC1	.	.	.	.	.	.	4
4	N#CCC[C@H]1CC[C@]2(CCCN(Cc3ccccn3)C2)O1	.	.	.	.	.	.	-2
5	Clc1ccccc1N1CCNCC1	.	.	.	.	.	.	3
6	Cc1ccccc1CCC[C@H](CC1CCCCC1)CN(C)C(=O)Oc1ccccc1	.	.	.	.	.	.	1
7	O=C(CN1C(=O)CN=C(c2ccccc2)c2cc(Cl)ccc21)NC1CCCCC1	.	.	.	.	.	.	-3
8	C[C@@H](C1CC[C@@]2(O)C3=CC(=O)[C@@H]4C[C@@H](O)[C@@H](O)C[C@]4(C)[C@H]3CC[C@]12C)[C@H](O)CCC(C)(C)O (some centres undefined)	.	64%[activator]	-6%	.	-2%	.	.
9	COc1ccc(Cl)cc1C(=O)Nc1ccc([N+](=O)[O-])cc1Cl	.	46%[activator]	-14%	.	45%	.	.
10	O=C(O)c1cc[c]([Sb](=[O])([OH])[OH])cc1[N+](=O)[O-]	.	0.79µM*	0.32µM*	.	?	.	.
11	[O]=[Sb]([OH])([OH])[c]1ccccc1	.	4%	-30%	.	?	.	.
12	CCOC(=O)N1CCN(/[N+]([O-])=N/Oc2ccc([N+](=O)[O-])cc2[N+](=O)[O-])C(C)C1 (centres undefined)	.	25%	-9%	.	?	.	.
13	O=P1(Oc2ccccc2)CC=CC(COC(c2ccccc2)(c2ccccc2)c2ccccc2)O1 (centres undefined)	.	20%	-30%	.	-1%	.	.
14	COc1ccc2c3c1O[C@H]1[C@@H](O)C=C[C@H]4C(C2)NCCC341 (some centres undefined)	13%[59 µM]	.	.	.	?	7%	.
15	CC(=O)OC1C([N+]2(C)CCCCC2)C[C@H]2C3CC[C@H]4C[C@H](OC(C)=O)C([N+]5(C)CCCCC5)CC4(C)C3CCC12C (some centres undefined)	6%[59 µM]	.	.	.	40%[activator][56.9 µM]	4%	.
16	CC(CO)NC(=O)C1C=C2c3cccc4[nH]cc(c34)CC2N(C)C1 (centres undefined)	16µM*	.	.	.	?	17%	.
17	CC12CCC3C(CCC4=C(O)C(=O)CCC43C)C1CCC2=O (centres undefined)	32%[59 µM]	.	.	.	-7%[56.9 µM]	-1%	.
18	CC(C)c1ccc(NC(=O)OC[C@H]2C[C@@H]3CCN2C[C@@H]3c2cc(C3CCCCC3)nn2C)cc1	.	.	.	?	.	.	.
19	COc1ccc(S(=O)(=O)NC[C@H]2C[C@@H]3CCN2C[C@@H]3CN(C)Cc2ccccc2)cc1	.	.	.	?	.	.	.
20	COP(=O)(OC)SCn1c(=O)oc2cc(Cl)cnc21	.	.	.	-10%	.	.	.
21	Cc1nc(-c2cccs2)cc([C@H]2CN3CC[C@H]2C[C@@H]3CNC(=O)c2ccc(N(C)C)cc2)n1	.	.	.	1%	.	.	.
22	Cc1nc(C)c(C(=O)N2[C@H]3CC[C@@H]2c2cnc(-c4ccccc4)nc2C3)s1	.	.	.	46%[activator]	.	.	.
23	c1cc2c(s1)C1CCCCC1OC21CN2CCC1CC2 (centres undefined)	.	.	.	32%[activator]	.	.	.
24	CSc1nc(N)c2c(n1)OC(N)=C(C#N)C2c1cc(Br)ccc1F (centres undefined)	.	.	.	?	.	.	.
25	COc1ccc(NC(=O)N2[C@H]3CC[C@@H]2c2cnc(C)nc2C3)cc1OC	.	.	.	2%	.	.	.
26	CC(=O)Nc1ccc(-c2ccc(=O)n3c2[C@@H]2C[C@@H](CN(C(=O)C4CCCCC4)C2)C3)cc1	.	.	.	65%[activator][176 µM]	.	.	.
27	Cc1c(C(=O)Nc2cccc(C(F)(F)F)c2)cc(-c2ccccc2)n1CCCN1CCOCC1	.	.	.	-23%[57.4 µM]	.	.	.
28	O=c1[nH]c2ccc(Cl)cc2c(N[C@@H]2CN3CCC2CC3)c1-c1nc2ccccc2[nH]1	.	.	.	-12%[57.4 µM]	.	.	.
29	Cc1cccc(-n2c(/C=C/c3ccco3)nc3ccccc3c2=O)c1	.	.	.	25µM*	.	.	.
30	O=C(CN1CCN(C(=O)Cc2c[nH]c3ccccc23)CC1)NC1CC1	.	.	.	-18%	.	.	.

# Looked up above:
# PI4K2A inh result of compound 5 reads 3
# G9a block result of compound 16 reads 16µM*
# HP1b binding inh result of compound 12 reads 25%
# HP1b binding inh result of compound 10 reads 0.79µM*
# GLS inh result of compound 14 reads 7%

# An excerpt from above in order of count of non-hydrogen atoms, low to high:
cpd	Molecule	G9a block	HP1b binding inh	JMJD2A Tudor	ALOX12 inh	RGS4 inh	GLS inh	PI4K2A inh
11	[O]=[Sb]([OH])([OH])[c]1ccccc1	.	4%	-30%	.	?	.	.
16	CC(CO)NC(=O)C1C=C2c3cccc4[nH]cc(c34)CC2N(C)C1 (centres undefined)	16µM*	.	.	.	?	17%	.
29	Cc1cccc(-n2c(/C=C/c3ccco3)nc3ccccc3c2=O)c1	.	.	.	25µM*	.	.	.

# Other structures follow:
cpd	Molecule	G9a block	HP1b binding inh	JMJD2A Tudor	ALOX12 inh	RGS4 inh	GLS inh	PI4K2A inh
31	O=C(Cc1ccc(Cl)c(Cl)c1)N1CCCC[C@H]1CN1CCCC1	.	.	.	199%[activator]	.	.	.
32	C#C[C@H]1CN2CC[C@H]1C[C@@H]2CNC(=O)c1ccc(F)c(Cl)c1	.	.	.	-1%[176 µM]	.	.	.
33	CC1CCC(c2nnnn2-c2ccccc2)(N2CCOCC2)CC1 (centres undefined)	.	.	.	-1%	.	.	.
34	Nc1ccccc1-c1ccccc1	.	.	.	3%	.	.	.
35	COCC(=O)NC[C@H]1C[C@@H]2CCN1C[C@@H]2c1cc(-c2cccs2)nn1C	.	.	.	61%[activator][176 µM]	.	.	.
36	Nc1cccc(-c2cn(C[C@H]3CC4CCN3C[C@@H]4C(=O)NC3CCCCC3)nn2)c1 (some centres undefined)	.	.	.	75%[activator][176 µM]	.	.	.
37	C=C1[C@@H]2C[C@]3(C(CC2=O)[C@]24C5C[C@H]3[C@H]2N(CC)C[C@]5(C)CC[C@@H]4O)[C@@H]1O (some centres undefined)	.	.	.	0%	.	.	.
38	COc1cc2c(cc1Oc1ccccc1)NC(=O)C21CCN(c2nc(C)cc(C)n2)CC1	.	.	.	32%[activator][176 µM]	.	.	.
39	COC(=O)C1=C(C)N[C@]2(C)C[C@H]1c1ccccc1O2	.	.	.	-9%	.	.	.
40	O=C(Nc1ccccc1)N1C[C@@H]2C[C@H](C1)c1ccc(C3CCCCC3)c(=O)n1C2	.	.	.	13%[176 µM]	.	.	.
41	CN1CC2CN(C(=O)c3ccsc3)CC(C1)O2	.	.	.	12%	.	.	.
42	COc1ccc(CC(=O)N2Cc3ccccc3CC3(CCCN3C)C2)cc1 (centres undefined)	.	.	.	10%[6.33 µM]	.	.	.
43	CC(C)OC(=O)C1C2c3ccccc3C(c3ccccc32)C1C(=O)OC(C)C (centres undefined)	.	.	.	-13%	.	.	.
44	COc1cc2c(cc1OCc1ccccc1)NC(=O)C21CCN(C(=O)c2ccccc2)CC1	.	.	.	0%	.	.	.
45	O=C(Nc1ccc2n(c1=O)C[C@H]1C[C@@H]2CN(C(=O)COc2ccccc2)C1)c1cccs1	.	.	.	25%	.	.	.
46	CC12CC[C@H]3[C@@H](CCC4(O)CC(O)CCC34/C=N/O)C1(O)CCC2C1=CC(=O)OC1 (some centres undefined)	.	.	.	7%	.	.	.
47	COCCC(=O)N1C[C@@H]2C[C@H](C1)c1ccc(-c3cccc(C(F)(F)F)c3)c(=O)n1C2	.	.	.	1%[176 µM]	.	.	.
48	C[C@H]1CCC[C@@H](O)CCCCCc2cc(O)cc(O)c2C(=O)O1	.	.	.	8%	.	.	.
49	CCn1nccc1C(=O)N1[C@H]2CC[C@@H]1c1cnc(-c3ccccc3)nc1C2	.	.	.	-3%	.	.	.
50	CCN(CC)C(=O)c1ccc(N2C(=O)CCS2(=O)=O)cc1Cl	.	.	.	-6%	.	.	.
51	COc1ccc(CN2CCN(C(=O)COc3ccc4ccccc4c3)CC2)cc1	.	.	.	?	.	.	.
52	COc1ccc(C2SCC(=O)Nc3c2c(C)nn3C)cc1 (centres undefined)	.	.	.	-16%	.	.	.
53	Cc1ccccc1-n1c(/C=C/c2ccco2)nc2ccccc2c1=O	.	.	.	?	.	.	.
54	Cc1cc2ccccc2n1CC(=O)NCC1(CC(=O)O)CCCCC1	.	.	.	?	.	.	.
55	O=C(Nc1nc2ccccc2s1)C12CC3CC(CC(C3)C1)C2	.	.	.	?	.	.	.
56	CC(C)N1C(=O)NC(=O)C2(Cc3c(ccc4ccccc34)N(C)C2)C1=O (centres undefined)	.	.	.	-63%	.	.	.

# Compound profiles (already shown):
# C#C[C@H]1CN2CC[C@H]1C[C@@H]2CNC(=O)c1ccc(F)c(Cl)c1 in the list: G9a block: .; HP1b binding inh: .; JMJD2A Tudor: .; ALOX12 inh: -1%[176 µM]; RGS4 inh: .; GLS inh: .; PI4K2A inh: .
# CC(C)N1C(=O)NC(=O)C2(Cc3c(ccc4ccccc34)N(C)C2)C1=O (centres undefined) in the list: G9a block: .; HP1b binding inh: .; JMJD2A Tudor: .; ALOX12 inh: -63%; RGS4 inh: .; GLS inh: .; PI4K2A inh: .

# Screening results (PubChem)
